BRCA1 expr up: activators of BRCA1 expression. MCF7-BRCA1-FFLuc reporter, luminescence, 48 h; response scale: scaled: vehicle 0%, 10 µM genistein 100%. Potency, µM (highest dose often 46.1 µM), for inactives: at the top dose activation, hits mostly activators. 380,000 tested, 1.1% active; active means well fitted activation curve with a large enough effect; inconclusive means small, poorly fitted or top-dose-only effect; inactive means no such curve, though single readings can be large or run the other way; further: nearly all actives have a fitted effect of over 80% in size; some results filed as inactive show a strong effect at the top dose
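Activators of BRCA1 expression were detected as increased firefly luciferase luminescence in engineered MCF7 cells after 48 h compound incubation. Signals were scaled to genistein 10 microM as full activation.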
uPA generation: inhibitors of cell surface uPA generation. cell surface uPA generation assay, qHTS. Potency, µM (top dose mostly 38.3 µM), inactives show at the highest dose activity change, negative = inhibition, usual class: inhibitors. 330,000 tested, 0.31% active. AID 540303; active means well fitted inhibition curve with a large enough effect; inconclusive means small, poorly fitted or top-dose-only effect; inactive means no such curve, though single readings can be large or run the other way; tested in mouse RAW 264.7 cells; further: on the % scale 0 is the no-effect control and ±100 the full control effect; nearly all actives have a fitted effect of over 55% in size
* = called active by the depositor; ? = inconclusive; [ ] = another dose, or the depositor's remark. Potency means the concentration at half of the fitted maximal effect. The list is partial; the hit share may differ from the screen's.

Results follow in this order: BRCA1 expr up	uPA generation
> CCOC(=O)C1Nc2ccc(C(F)(F)F)cc2C2c3ccccc3CC12 (stereo not drawn)
→ -88%[inhibitor]	?
> O=C(Nc1ccc2nc3n(c(=O)c2c1)CCCC3)c1cccnc1Cl
→ -8%	7%
> COc1ccc(CNS(=O)(=O)CCNCc2ccco2)cc1
→ 9%	12%
> COC(C/C=C\[C@H](O)[C@@H](C)OCc1ccccc1)OC
→ 0%	17%
> Cc1ccc(S(=O)(=O)N(CC(=O)NCCSCc2ccco2)c2cc(C)ccc2C)cc1
→ -50%	7%
> COc1ccc(-c2cc(C(=O)NC3CCCC3)c3ccccc3n2)cc1OC
→ -30%	-6%
> Fc1ccc2c(c1)Sc1ccc(Cl)cc1CC2N1CCN(CCC2OCCO2)CC1 (stereo not drawn)
→ -9%	0%
> Cc1ccc(C2C(C(=O)c3cc4ccccc4o3)=C(O)C(=O)N2CCN(C)C)o1 (stereo not drawn)
→ 36%	-3%
> NC(=S)NN=C1C=CCCC1
→ 31%	2%
> O=C1CCCN1CCc1cccc2ccccc12
→ 8%	2%
> Cn1c(=O)n(CC(=O)OCc2ccccc2)c(=O)c2c1nc1n2CCCN1C1CCCCC1
→ -18%	4%
> CC(=O)N1CCN(S(=O)(=O)c2cccc(C(=O)OCC(=O)Nc3c(Cl)cccc3C(F)(F)F)c2)CC1
→ 3%	-2%
> CCN(CC(=O)NCc1ccc(F)cc1)C(=O)c1cccc(S(=O)(=O)N(C)c2ccc(OC)cc2)c1
→ -20%	7%
> CCN(CC(=O)Nc1ccccc1C(F)(F)F)C(=O)CN1C(=O)NC(C)(c2ccc3ccccc3c2)C1=O (stereo not drawn)
→ 3%	7%
> C=CCNC(=O)c1ccc(-c2nc3ccccc3nc2-c2ccccc2)cc1
→ -58%	-5%
> Cn1c(N)c(C(=O)CNC2CCCCC2)c(=O)n(C)c1=O
→ 1%	-7%
> OCC[C@H]1C[C@@H](O)[C@H](O)[C@]2(CCCO2)O1
→ 1%	11%
> CN(c1ccccc1)c1nccc(=O)[nH]1
→ -4%	27%
> O=C(NCc1ccccc1)c1ccc(NC(=O)C2CCCCC2)cc1
→ 13%	9%
> CN(C)c1ncnc2c1C(c1ccccc1)C(C)(C)O2 (stereo not drawn)
→ -18%	0%
> O=c1c2ccccc2sc2ccc(C#CC3(O)CCCCC3)cc12
→ -61%[inhibitor]	2.5µM*
> O=c1c2ccccc2oc2cc(-c3ccc4[nH]ccc4c3)ccc12
→ -5%	?
> CCCN(C(=O)Cc1ccc(S(=O)(=O)N2CCOCC2)s1)c1c(N)n(Cc2ccccc2)c(=O)[nH]c1=O
→ 14%	0%
> CCN(C(=O)COC(=O)/C=C/c1ccc(OC)c(OC)c1)c1c(N)n(Cc2ccccc2)c(=O)[nH]c1=O
→ -10%	19%
> O=C1C=CC(=O)c2c(O)c(N3CCN(CCO)CC3)c(Cl)c(O)c21
→ -98%[inhibitor]	-11%
> C#CCOCCOCCOCCNc1nc(N2CCN(C(=O)[C@H](CO)n3cc([C@@H](N)C(C)C)nn3)CC2)nc(N2CCN(C(=O)[C@H](CO)n3cc([C@@H](N)C(C)C)nn3)CC2)n1
→ 23%	9%
> CCCNC(=O)C1(CC2CC(c3ccccc3)=NO2)CCN(C(=O)Cc2ccc(F)cc2)CC1 (stereo not drawn)
→ 0%	-7%
> CC(Oc1ccccc1)C(=O)N1CCC2(CC1)Oc1ccc(F)cc1C(=O)C21CC(c2ccccc2)=NO1 (stereo not drawn)
→ -15%	12%
> NC(CSC1(c2ccc(Cl)cc2)c2ccccc2-c2ccccc21)C(=O)O (stereo not drawn)
→ -28%	10%
> CC(C)C(=O)NCCc1nc(-c2ccccc2Cl)no1
→ 9%	-19%

5 consecutive compounds from above, for reference:
Results follow in this order: BRCA1 expr up	uPA generation
> C#CCOCCOCCOCCNc1nc(N2CCN(C(=O)[C@H](CO)n3cc([C@@H](N)C(C)C)nn3)CC2)nc(N2CCN(C(=O)[C@H](CO)n3cc([C@@H](N)C(C)C)nn3)CC2)n1
→ 23%	9%
> CCCNC(=O)C1(CC2CC(c3ccccc3)=NO2)CCN(C(=O)Cc2ccc(F)cc2)CC1 (stereo not drawn)
→ 0%	-7%
> CC(Oc1ccccc1)C(=O)N1CCC2(CC1)Oc1ccc(F)cc1C(=O)C21CC(c2ccccc2)=NO1 (stereo not drawn)
→ -15%	12%
> NC(CSC1(c2ccc(Cl)cc2)c2ccccc2-c2ccccc21)C(=O)O (stereo not drawn)
→ -28%	10%
> CC(C)C(=O)NCCc1nc(-c2ccccc2Cl)no1
→ 9%	-19%

More entries:
Results follow in this order: BRCA1 expr up	uPA generation
> CC(C)(C)S(=O)(=O)N1Cc2ccc(CO)cc2[C@@H]1CCO
→ 6%	12%
> C=CCn1c(CNC(=O)CCC)nc2ccccc21
→ 0%	11%
> O=C(O)CC1(CC(=O)Nc2nccs2)CCCCC1
→ -6%	-4%
> Cc1cc(=O)[nH]c(SCc2ccc(Cl)cc2)n1
→ -4%	-2%
> CSc1ccc(S(=O)(=O)NCC(=O)OCC(=O)N(C)CC(=O)Nc2ccc(F)cc2)cc1[N+](=O)[O-]
→ 1%	5%
> Cc1ccc(S(=O)(=O)N2CCN(C(=O)COC(=O)/C=C/c3cccc([N+](=O)[O-])c3)CC2)c(C)c1
→ -28%	1%
> COc1ccc(C(=O)OCC(=O)N2CCN(S(=O)(=O)c3ccc(C)cc3)CC2)cc1[N+](=O)[O-]
→ -19%	-17%
> CC(=O)Nc1ccc2c(O)cc(S(=O)(=O)O)cc2c1
→ 13%	2%
> COc1ccc(NC(=O)CN(C)C(=O)c2ccc(C)c(S(=O)(=O)N3CCCCC3)c2)cc1
→ -30%	8%
> O=C(NN(C(=O)c1ccccc1)c1cccs1)c1ccccc1
→ -6%	-2%
> Cc1ccc(S(=O)(=O)N2CCN(C(=O)c3cc(S(=O)(=O)N4CCOCC4)ccc3Cl)CC2)c(C)c1
→ -21%	?
> COc1ccc(CCCN2CCC(CN3C(=S)NC[C@@H]3Cc3ccccc3)CC2)cc1OC
→ -5%	-8%
> Cn1c(=O)c2c(nc(CN3CCN(c4ccccc4)CC3)n2CCc2ccccc2)n(C)c1=O
→ -34%	5%
> Cc1ccc(C(=O)Nc2ccccc2N2CCCCC2)cc1S(=O)(=O)N1CCOCC1
→ -46%	-18%
> COC1OC(O)C(NC(=O)C(F)(F)F)CC1O (stereo not drawn)
→ 4%	1%
> COC(=O)C1C2CC3c4[nH]c5cc(OC)ccc5c4CCN3CC2CC(O)C1OC (stereo not drawn)
→ 3%	-2%
> Cn1c(=O)c2c(nc(CN3CCN(c4cccc(Cl)c4)CC3)n2CCc2ccccc2)n(C)c1=O
→ -31%	-1%
> CC(NC(=O)C(Cc1ccccc1)=NO)c1ccccc1 (stereo not drawn)
→ 44%	6%
> CN(CCc1ccccc1)C(=O)c1ccc(NC(=O)Cc2ccc(NC(=O)C3CCCN(C(=O)CCc4ccccc4)C3)cc2)cc1 (stereo not drawn)
→ -42%	?
> Cc1nc2[nH]c(=S)[nH]c2c(=O)[nH]1
→ -24%	1%
> COc1cccc(C(=O)NNC(=O)c2ccc3ccccc3c2)c1
→ 28%	0%
> O=C(COc1ccc(F)cc1Cl)N(Cc1nnc(-c2ccccc2Cl)o1)C1CC1
→ -3%	0%
> O=[N+]([O-])c1cccc(COc2cccc(CN3CCCC3)c2)c1
→ -7%	-7%
> Nc1c(N(CCO)C(=O)c2ccccc2OCc2ccccc2Cl)c(=O)[nH]c(=O)n1Cc1ccccc1
→ -21%	7%
> Cn1nc(SCc2ccccc2)c(=O)n(C(c2ccccc2)c2ccccc2)c1=O
→ -38%	-6%
> NS(=O)(=O)c1ccc(CCNC(=O)/C=C/c2ccc(S(=O)(=O)N3CCOCC3)cc2)cc1
→ -29%	-3%
> C[C@H]1NC(=O)[C@]2(C)[C@@H](c3ccccc3)[C@H]3COc4ccccc4[C@H]3N2C1=O
→ 17%	-2%
> COc1ccc(NC(=O)N(C)C[C@H]2Oc3ccc(NS(=O)(=O)c4cn(C)cn4)cc3C(=O)N([C@H](C)CO)C[C@@H]2C)cc1
→ 3%	-3%
> COC(=O)C=C1CCC2C3CCC4=CC(=O)C(Br)CC4(C)C3C(=O)CC12C (stereo not drawn)
→ -50%	-8%
> CC1(C)COC(c2ccc3c(c2)OCO3)OC1
→ 5%	-1%

uPA generation: entries above that show a hit
Results follow in this order: BRCA1 expr up	uPA generation
> O=c1c2ccccc2sc2ccc(C#CC3(O)CCCCC3)cc12
→ -61%[inhibitor]	2.5µM*

More records.
Results follow in this order: BRCA1 expr up	uPA generation
> CC(=O)Nc1ccc(NCc2ccc(-c3ccccc3)cc2)cc1
→ 17%	-4%
> COc1ccc(NC(=O)CCN(c2ccc(OC)cc2)S(=O)(=O)c2ccc(C)c(C)c2)cc1
→ -53%	-3%
> COc1ccc(Nc2nc(C(C)(C)C)nc3c2nnn3Cc2ccccc2Cl)cc1OC
→ -31%	6%
> CC1(C)C2CC[C@]3(C)C(CC=C4[C@@H]5C[C@@](C)(CO)CC[C@]5(C(=O)O)CC[C@]43C)[C@@]2(C)CC[C@@H]1O (stereo partly drawn)
→ -2%	-3%
> Cc1cccc(-c2nnc(-c3ccc4ccccc4c3)o2)c1
→ ?	-9%
> NC(=S)NN=C1Cc2cccc3cccc1c23
→ -7%	0%
> Nc1nc(SCC(=O)N2N=C3/C(=C\c4ccco4)CCCC3C2c2ccco2)n[nH]1 (stereo not drawn)
→ -43%	-5%
> COc1ccc(-c2nnc(N)s2)cc1OC
→ -10%	-15%
> O=C(Cc1ccc([N+](=O)[O-])cc1)Oc1ccccc1
→ -16%	-3%
> O=C1CCC[C@@H]2[C@@H](Cc3ccccc3)[C@H](N3CCN(c4ccccc4)CC3)C[C@@H]3CCN1[C@@H]32
→ 0%	6%
> O=C(CC1CCC1)Nc1cccc2c([N+](=O)[O-])cccc12
→ -3%	0%
> CCOC(=O)c1c(NC(=O)CN2CCN(c3cccc(Cl)c3)CC2)sc(C)c1C
→ -2%	1%
> CN(Cc1ccc([N+](=O)[O-])cc1)c1ccccc1
→ -7%	-1%
> CN(Cc1cnc2nc(N)nc(N)c2n1)c1ccc(C(=O)NC(CCC(=O)O)C(=O)O)cc1C(F)(F)F (stereo not drawn)
→ ?	-10%
> CCOC1=CC(=O)OC(c2ccccc2)C1 (stereo not drawn)
→ -8%	3%
> O=[N+]([O-])c1ccc2c(c1)Cc1cc(F)ccc1-2
→ -7%	-2%
> Cc1c(-c2ccccc2)c(-c2ccc(OCCN(C)C)cc2)n2ccccc12
→ -36%	9%
> CON=C1C=C(C)C(=O)C(C)=C1C
→ 8%	5%
> O=C(Nc1ccc(-c2nnc(-c3ccccc3)o2)cc1)c1ccc(Br)o1
→ 54%	5%
> COc1ccc(NC(=O)C2CCCCN2S(=O)(=O)c2ccccc2)cc1S(=O)(=O)N1CCOCC1 (stereo not drawn)
→ 9%	-49%
> CCOC(=O)C1=C(C)N(Cc2ccccc2)C(=O)NC1c1ccccc1OS(=O)(=O)c1ccccc1[N+](=O)[O-] (stereo not drawn)
→ -62%	-1%
> Cc1ccc(S(=O)(=O)Oc2ccccc2-c2ccccc2)cc1
→ -33%	-14%
> CCN1C[C@@H]2[C@@H]3C(=O)N(Cc4ccccc4)C(=O)[C@@H]3[C@](CC)(C1=O)N2C(=O)c1ccc(F)cc1
→ 2%	0%
> CN(C)CCNC(=O)c1c(CSc2ccc(Cl)cc2)noc1C(=O)NCc1ccccc1
→ 1%	1%
> CC(C)CN(C(=O)COC(=O)c1cc(=O)[nH]c2ccccc12)c1c(N)n(Cc2ccccc2)c(=O)[nH]c1=O
→ -10%	3%
> O=C(O)c1ccc(C=NN=Cc2ccco2)cc1
→ -1%	2%
> Cc1ccc(OCc2nnc(-c3ccc(Cl)cc3)o2)cc1
→ 0%	5%
> CCN(C(=O)COC(=O)CSc1ccc(C)cc1C)c1c(N)n(Cc2ccccc2)c(=O)[nH]c1=O
→ -19%	20%
> COc1ccccc1C1=CC(=O)CCC1
→ 12%	-5%
> CCOC(=O)c1ccccc1NC(=O)CN1CCC(n2nnc3cc(F)ccc32)CC1
→ -23%	7%
> COc1ccc2c(c1C)CCC(C)(C#N)C2=O (stereo not drawn)
→ -15%	4%
> Clc1ccc(-c2nnc(-c3cccc4ccccc34)o2)cc1
→ 38%	0%
> COc1ccc(-c2nn(-c3ccccc3)cc2/C=C/C(=O)N(C)CC(=O)Nc2cccc(F)c2)cc1OC
→ -42%	-13%
> CC(C=NNC(=O)C(=O)NN=CC(C)=Cc1ccccc1)=Cc1ccccc1
→ 64%	-7%
> COCCN(C(=O)COC(=O)C(C)(C)Oc1ccc(Cl)cc1)c1c(N)n(Cc2ccccc2)c(=O)[nH]c1=O
→ -14%	?
> CN(C(=O)c1cccc(NC(=O)Cc2ccc(NC(=O)C3CCN(C(=O)CCc4ccccc4)CC3)cc2)c1)C1CCC1
→ -11%	5%
> O=c1nc2onnc2c(C=NO)[nH]1
→ -1%	5%
> O=[N+]([O-])c1cc(Br)ccc1NS(=O)(=O)c1ccccc1
→ -58%	1%

Four compounds out of the list above, arranged by the number in BRCA1 expr up, descending:
Structure	BRCA1 expr up	uPA generation
O=C(COc1ccc(F)cc1Cl)N(Cc1nnc(-c2ccccc2Cl)o1)C1CC1	-3%	0%
O=C(Nc1ccc2nc3n(c(=O)c2c1)CCCC3)c1cccnc1Cl	-8%	7%
COc1ccc(Nc2nc(C(C)(C)C)nc3c2nnn3Cc2ccccc2Cl)cc1OC	-31%	6%
COC(=O)C=C1CCC2C3CCC4=CC(=O)C(Br)CC4(C)C3C(=O)CC12C (stereo not drawn)	-50%	-8%
